yeast sgs1 mgt1 – NCI yeast anticancer drug screen, S. cerevisiae sgs1 mgt1 strain; actives 10% (n = 78,000); AID 161; growth inhibition, % at 50 µM;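 also: 0% = growth of vehicle-only cultures of the same strain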
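Percent growth inhibition was derived by comparing compound-exposed mutant yeast with vehicle-exposed cultures. The strain carries alterations in DNA damage repair.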
yeast mec2-1 – NCI yeast anticancer drug screen, S. cerevisiae mec2-1 strain; growth inhibition, % at 50 µM; actives 9% (n = 79,000);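 also: 0% = growth of vehicle-only cultures of the same strain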
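Growth inhibition is read against vehicle-treated controls after compound exposure of the mec2-1 yeast strain, which is defective in DNA damage repair or cell cycle control.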
cln2 rad14 – NCI yeast anticancer drug screen, S. cerevisiae cln2 rad14 strain; AID 165; actives 8.3% (n = 78,000); % growth inhibition at 50 µM;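 also: 0% = growth of vehicle-only cultures of the same strain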
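cln2 rad14 yeast strain; compound exposure; growth inhibition read vs vehicle controls.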
mlh1 rad18 – NCI yeast anticancer drug screen, S. cerevisiae mlh1 rad18 strain; growth inhibition, % at 50 µM; actives 11% (n = 79,000);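 also: 0% = growth of vehicle-only cultures of the same strain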
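Compound-treated yeast growth, normalised to vehicle controls. Strain bears defined DNA repair mutations.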
yeast bub3 – NCI yeast anticancer drug screen, S. cerevisiae bub3 mutant strain | % growth inhibition at 50 µM | actives 9.9% (n = 78,000);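 also: 0% = growth of vehicle-only cultures of the same strain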
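Mutant yeast screening strain plus compound; vehicle-treated cultures serve as the 0% inhibition reference.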
rad50 – NCI yeast anticancer drug screen, S. cerevisiae rad50 strain; AID 155; actives 10% (n = 79,000); % growth inhibition at 50 µM;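 also: 0% = growth of vehicle-only cultures of the same strain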
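DNA repair mutant yeast, compound exposure, growth read-out; inhibition is taken relative to vehicle.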
Active calls of the source: *; x = no result given; & = joins results of further samples; ! = not confirmed by another sample. Rule as the data show it: active = growth inhibition above about 70%; inactive = the rest.

SMILES | yeast sgs1 mgt1 | yeast mec2-1 | cln2 rad14 | mlh1 rad18 | yeast bub3 | rad50
CC1=C(C(=O)Nc2cc(O)ccc2O)C(c2cccc([N+](=O)[O-])c2)C(C(=O)Nc2cc(O)ccc2O)=C(C)N1 | 36 | 26 | 47 | 36 | 2 | 32
CC(=O)NS(=O)(=O)c1ccc(NC(=O)c2ccccc2C(=O)O)cc1 | -14&-29 | -17&31 | -39&-6 | 2&21 | 2&32 | -11&17
CCCCCCCCCCCCNCCCc1ccccc1 | 98* | 99* | 99* | 99* | 98* | 98*
N#C/C(=C\c1cccc(F)c1)C(=O)c1ccccc1 | 27 | 10 | 24 | 9 | -8 | -2
C=COC(=O)C=C | -3 | 9 | 0 | -9 | 14 | -3
CC(CC#N)=C(c1ccccc1)c1ccccc1 | 14 | 19 | 16 | -5 | -13 | 17
CCCCN(CCCC)CCSCCSCCN(CCCC)CCCC | -30 | -3 | -30 | 2 | 1 | 14
CC(=O)OCC(OC(C)=O)C(OC(C)=O)C(OC(C)=O)C(OC(C)=O)C(C=O)OC(C)=O (stereo not given) | 12 | -2 | -37 | -8 | -1 | -32
Nc1ccc(S(=O)(=O)Nc2ccc(Nc3c4ccccc4nc4ccccc34)cc2)cc1 | 21 | 57 | 14 | x | -22 | 79*
COC(=O)C1C(=O)CC2CCCCC21 (stereo not given) | -14 | -20 | 21 | 17 | -22 | 3
COC(=O)/C(C)=C1\C=C(C)CC(C)(C)C1 | -11 | -25 | 1 | -2 | -24 | -4
COc1ccc(/C=C/C(=O)c2sc(N)nc2C)cc1 | 0 | -6 | 25 | 14 | 4 | 26
CC(CO)CCC(=O)C(C)C1C(=O)CC2CC3CC(O)CCC3(C)CC21C (stereo not given) | 84* | 81* | 95* | 90* | 64 | 83*
COC(=O)CNC(=O)C(Cc1ccccc1)NC(=O)OCc1ccccc1 (stereo not given) | -2 | -4 | 2 | -3 | 16 | -5
C=C(C)C(CCC)(C(=O)OCC)C(=O)OCC | 13 | -9 | -4 | -14 | -13 | 3
Cc1cnccc1P(=O)(O)O | 7 | -5 | -22 | 6 | -4 | 14
O=C(Nc1ccccc1)C(=O)c1ccccc1 | -10 | -5 | -28 | -20 | 1 | -4
O=[N+]([O-])c1ccc(NSc2ccccc2)cc1 | 90* | 92* | 91* | 88* | 91* | 89*
CC(=O)Cc1nc2ccccc2[nH]c1=O | -11 | -16 | -13 | -8 | -8 | 2
COc1cc(CCN=Cc2cccc(OC)c2O)c([N+](=O)[O-])cc1OC | 1 | -3 | 18 | 19 | 23 | 3
Clc1cccc2cnccc12 | 12 | -11 | 9 | 17 | 9 | 28
Cc1c2n(c(=O)[nH]c1=O)C1OC(CO)C(O2)C1N=[N+]=[N-] (stereo not given) | -27 | -18 | -8 | -35 | -10 | -11
Cc1ccc(-n2[nH]nc(C(N)=O)c2=O)cc1 | 5 | 7 | -12 | 20 | -6 | 6
O=C(c1nc2ccccc2[nH]c1=O)C(O)c1ccco1 (stereo not given) | -3 | -12 | 5 | 4 | 9 | -6
CN1CCN(C(=S)N(C(=O)c2ccco2)C2CCCCC2)CC1 | 6 | -3 | 13 | -6 | 0 | 4
CCOC(=O)C(CC(c1ccc2c(c1)OCO2)C(C(=O)N(C(C)C)C(C)C)[N+](=O)[O-])C(=O)OCC (stereo not given) | 61 | 21 | 16 | 26 | 12 | 55
COC(=O)c1cc(NC(=O)/C=C\C(=O)O)ccc1Br | -6 | 8 | -24 | -11 | 10 | -22
Nc1ccccc1C(=O)Nc1ccc(Cl)cc1Cl | 7 | -22 | 5 | 2 | 22 | -9
CC1CC(C)(C)OC(C2CC=CCC2C)O1 (stereo not given) | 6 | 16 | 16 | 4 | 2 | 18
Cn1c(C(C)(C)OC(=O)Oc2ccccc2)cnc1[N+](=O)[O-] | 66 | 17 | 30 | 39 | 1 | 37
CCCCNCC(O)C=O (stereo not given) | 12 | -9 | -19 | -16 | -5 | 6
O=COCCCc1ccccc1 | 12 | -2 | -5 | -24 | 3 | 16
CCCOC(=O)C1CCCCC1C(=O)OCCC (stereo not given) | -10 | 18 | 71* | -13 | 5 | 1
Fc1cccc2c(SCc3ccc(Cl)cc3Cl)cnnc12 | 3 | -1 | -45 | 3 | 14 | -1
O=C(O)CCC(NC(=O)OCc1ccccc1)C(=O)NCC(=O)O (stereo not given) | 0 | 3 | 47 | -6 | 3 | 12
COc1ccc(N=Nc2ccccc2)cc1 | -6 | 4 | -11 | -5 | -12 | 3
O[C@H]1c2cccn2-c2ccccc2S[C@H]1c1ccccc1 | 99* | 99* | 99* | 99* | 98* | 99*
CCOC(=O)c1c(NNc2ccccc2)nc2ccccc2c1-c1ccccc1 | 11 | -2 | 22 | -2 | -10 | 25
COc1ccc(O)c(/C=N\N=C\c2cc(OC)ccc2O)c1 | -2 | -1 | -22 | -3 | 23 | -1
CCC(C)NC(=O)/C(=C\c1ccccc1O)NC(=O)c1ccccc1 (stereo not given) | -2 | -36 | -6 | -4 | -4 | -30
CCCS(=O)(=O)N1CC(C)OC(C)C1 (stereo not given) | 4 | -17 | -7 | 3 | -11 | 2
N#C/C(=C\N1CC(=O)NC1=S)C(N)=O | -31 | -13 | -22 | -70 | -23 | -80
COc1ccc(CCn2c(=O)c3ccccc3n(C)c2=O)cc1 | 13 | -4 | 34 | 1 | 42 | 18
Cn1c(=O)[nH]c2nccnc2c1=O | -3 | -3 | 4 | -19 | -2 | -12
OC(c1ccccc1)(c1ccccc1)c1ccccc1 (tested in a mixture with another compound) | 93*! | 96*! | 95*! | 94*! | 95*! | 97*!
CCCCc1c(N)nc(N)nc1-c1ccccc1 | 8 | 2 | -48 | -3 | -23 | -9
OC1CCCc2ccccc21 (stereo not given) | 14 | 17 | -18 | 20 | 1 | 18
O=C(O)CC(CC(=O)O)C(=O)O | -17 | -39 | 61 | -15 | -36 | -32
O=S(Cc1ccccc1)/C(=C/NC(=S)Nc1ccccc1)c1ccccc1 (stereo not given) | -40 | -25 | -1 | -7 | -17 | -27
O=C1ON(c2ccccc2)C(c2ccc(OCc3ccccc3)cc2)N1c1ccccc1 (stereo not given) | 12 | 14 | 4 | 27 | 28 | 43
CCC(C)(C)N | 4 | 3 | -73 | -20 | 9 | 0
CCCCCCCCCCCC(=O)OCC1OC(n2cc(F)c(=O)[nH]c2=O)C(N)C(O)C1O (stereo not given) | 89* | 91* | 91* | 89* | 90* | 90*
COc1cc(C(C)(C)C)cc(OC)c1C(O)(c1c(OC)cc(C(C)(C)C)cc1OC)c1c(OC)cc(C(C)(C)C)cc1OC | 80* | 80* | 77* | 76* | 76* | 78*
C[C@H](N)C(=O)/C=C/c1ccccc1 | -6 | -31 | 15 | -8 | 9 | -19
COc1cc(C(=O)C=[N+]=[N-])c([N+](=O)[O-])c(OC)c1OC | 92* | 91* | 42 | 94* | 93* | 63
Cc1cc(S(=O)(=O)Nc2n[nH]c(Nc3ccccc3)n2)c(SSc2cc(Cl)c(C)cc2S(=O)(=O)Nc2n[nH]c(Nc3ccccc3)n2)cc1Cl | 5 | 38 | 12 | 18 | 12 | 12
CCOC(=O)CNN | -12 | 9 | 10 | -30 | -15 | -7
C/C=C/CC(C/C=C/C)C1CC[N-]CC1.C/C=C/CC(C/C=C/C)C1CC[N-]CC1.[Cl][Pt+2]([Cl])([Cl])[Cl] | 99* | 99* | 98* | 99* | 98* | 97*
COC(=O)c1[nH]c(=S)[nH]c(=O)c1C | -26 | -27 | -6 | -19 | -16 | -22
Clc1ccc(-c2nnc(-c3nsc4ccccc34)o2)cc1 | -26 | -51 | -7 | -44 | -5 | -23
(listing goes on)
SMILES | yeast sgs1 mgt1 | yeast mec2-1 | cln2 rad14 | mlh1 rad18 | yeast bub3 | rad50
COc1ccc2c(N3CCN(C(=O)C(Cl)(Cl)Cl)CC3)cc(C)nc2c1 | -25 | 0 | -3 | 3 | 0 | 2
CCCNS(=O)(=O)c1ccccc1C(=O)NC1CCCCC1 | 4 | -10 | 11 | 22 | -20 | 3
Nc1cc(C(=O)O)cc2ccccc12 | 0 | -5 | -8 | 27 | -3 | 15
CC1(Nc2ccccc2)OC(=O)c2ccccc21 (stereo not given) | -15 | -14 | -9 | -1 | -7 | -14
O=C(c1ccc(Cl)cc1)N(C(=S)N1CCN(c2ccccc2)CC1)C1CCCCC1 | -20 | -11 | 23 | -4 | -21 | 8
NC1=NN(Cc2nnc(-c3ccccc3)s2)C(=O)C1 | -6 | -7 | 3 | -16 | 2 | 18
C#CCONC(=O)c1ccc(OC)cc1 | -5 | -16 | -74 | -25 | -7 | 1
COc1cc2c(cc1OC)C(=O)/C(=C/c1ccc(O)cc1)CC2 | 44 | -9 | 25 | 22 | 23 | 37

Screening results as filed in PubChem.
